KOR beta-arrestin-1: kappa opioid receptor blockers – cell-based, luminescence, uHTS (AID 1778). KOR beta-arrestin recruitment, luminescence, antagonist mode; higher % means a stronger effect. one-dose inhibition, % at 10 µM; IC50 in µM for titrated hits. 0.091% of 290,000 active; in the data active = inhibition above about 50%; also: strong numbers were not always called active
GPR55 beta-arrestin: GPR55 agonists via beta-arrestin recruitment, primary screen, imaging, U2OS cells, beta-arrestin-GFP redistribution (AID 1961) | U2OS GPR55 beta-arrestin-GFP redistribution imaging; higher % means a stronger effect | one-dose activation, % at 10 µM; EC50 in µM for titrated hits | 0.048% of 290,000 active;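 active = activation above 40% with more than 50 cells counted in the well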;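 also: U2OS osteosarcoma cells stably expressing GPR55 and beta-arrestin-GFP; plate controls were DMSO negative control for no effect and LPI positive control for full effect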
SIAH1 antagonists: Siah-1 peptide-binding antagonists, primary screen, biochemical, fluorescence polarization, rhodamine-plectin, uHTS (AID 1817) | Siah-1 / rhodamine-plectin peptide fluorescence polarization; higher % means a stronger effect | 0.02% of 290,000 active | one-dose displacement, % at 20 µM; IC50 in µM for titrated hits;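 active = displacement of at least 50% at 20 µM, with a fluorescence ratio check between 0.3 and a set limit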;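 also: plate controls were Siah plus tracer with DMSO for no effect and tracer alone without Siah for full effect; strong numbers were not always called active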
GPR35 antagonists: inhibition of zaprinast-stimulated GPR35 beta-arrestin translocation – imaging, U2OS, beta-arrestin-GFP, zaprinast agonist, primary screen (AID 2058); inhibition, % at 10 µM, or IC50 in µM where a hit was titrated; 0.052% of 290,000 active; U2OS GPR35 beta-arrestin-GFP translocation imaging, zaprinast antagonism; higher % means a stronger effect;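 active = inhibition of at least 50% with at least 30 cells and total cytoplasm GFP at most 10,000,000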
NOD1 inhibition: inhibition of NOD1-driven NF-kB reporter – cell-based, luminescence, uHTS, primary screen (AID 1578). NOD1-driven NF-kB luciferase reporter cells, luminescence; higher % means a stronger effect. inhibition, % at 4 µM, or EC50 in µM where a hit was titrated. 1% of 290,000 active; in the data active = inhibition mostly above about 36%, no sharp cut-off; inactive = mostly below about 34%;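 also: HEK-293T reporter cells stimulated with the NOD1 agonist gamma-tri-DAP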
HIV peptide binding: cell-free HIV fusion peptide-binding blockers – biochemical, uHTS, fluorescence dequenching, primary screen (AID 1986). inhibition, % at 20 µM, or IC50 in µM where a hit was titrated. cell-free peptide binding, fluorescence dequenching, 30 min; higher % means a stronger effect. 0.3% of 290,000 active; in the data active = inhibition mostly above about 52%, no sharp cut-off; inactive = mostly below about 76%; also: some results filed as inactive read as strong as hits
AID2073: disruptors of CaV2.2 binding to Mint1 – biochemical, HTRF (AID 2073). HTRF protein-protein interaction, Mint1-CaV2.2; higher % means a stronger effect. one-dose inhibition, % at 20 µM; IC50 in µM for titrated hits. 0.19% of 290,000 active; in the data active = inhibition mostly above about 51%, no sharp cut-off; also: some results filed as inactive read as strong as hits
GPR55 antagonists: GPR55 antagonists blocking LPI-driven arrestin recruitment, primary screen, imaging, U2OS, beta-arrestin-GFP, LPI agonist (AID 2013) | U2OS GPR55 beta-arrestin-GFP translocation imaging, LPI antagonism; higher % means a stronger effect | one-dose inhibition, % at 10 µM; IC50 in µM for titrated hits | 0.13% of 290,000 active;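 active = spots per cell inhibited over 60%, with over 100 cells counted and total cytoplasm intensity under 500,000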;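 also: U2OS cells stably carrying GPR55 and arrestin-GFP stimulated by 5 µM LPI near EC80; imaged beta-arrestin-GFP aggregate spots per cell after agonist stimulation; plate controls were LPI-stimulated DMSO wells for no effect and DMSO wells without LPI for full effect; some results filed as inactive read as strong as hits; confirmed hits need IC50 under 10 µM and bright autofluorescent wells are also inconclusive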
KOR beta-arrestin-2: kappa opioid receptor activators – cell-based, luminescence, uHTS, primary screen (AID 1777) | KOR beta-arrestin recruitment, luminescence; higher % means a stronger effect | activation, % at 10 µM, or EC50 in µM where a hit was titrated | 0.02% of 280,000 active; in the data active = activation above about 50%, passing the limit was not always enough; also: a part of the inactive calls stands beside numbers as strong as those of hits
Numbers without * were called inactive; [ ] = dose if it differs, or a comment.

How did CN(C)c1nc(Cl)nc(NCCOc2ccccc2)n1 do in these assays?
KOR beta-arrestin-1: -20%; GPR55 beta-arrestin: -0.2%; SIAH1 antagonists: -7%; GPR35 antagonists: 0%; NOD1 inhibition: -12%; HIV peptide binding: -1.2%; AID2073: 2%; GPR55 antagonists: 12%; KOR beta-arrestin-2: 0.8%

How did CSc1nnc(-c2ccccc2)c(-c2ccccc2)n1 do in these assays?
KOR beta-arrestin-1: 24%; GPR55 beta-arrestin: -0.3%; SIAH1 antagonists: 6%; GPR35 antagonists: -1%; NOD1 inhibition: -1%; HIV peptide binding: -1.5%; AID2073: -3%; GPR55 antagonists: 7%; KOR beta-arrestin-2: -0.4%

What do the screens show for `O=C(Nc1ccnn1C1CCN(Cc2ccccn2)CC1)c1cccc(F)c1`?
KOR beta-arrestin-1: -24%; GPR55 beta-arrestin: -0.3%; SIAH1 antagonists: 5%; GPR35 antagonists: 11%; NOD1 inhibition: -18%; HIV peptide binding: -0.5%; AID2073: 4%; GPR55 antagonists: 0%; KOR beta-arrestin-2: 2.2%

Results for COCCNc1c2c(nc3c(-c4ccccc4)c(C)nn13)CCCC2 ?
KOR beta-arrestin-1: -36%; GPR55 beta-arrestin: 0.1%; SIAH1 antagonists: 1%; GPR35 antagonists: 5%; NOD1 inhibition: 8%; HIV peptide binding: -4.3%; AID2073: 12%; GPR55 antagonists: -18%; KOR beta-arrestin-2: 3.4%

What do the screens show for `FC(F)(F)c1nc(NCc2ccccc2)c2nnn(Cc3ccccc3)c2n1`?
KOR beta-arrestin-1: -1%; GPR55 beta-arrestin: -0.2%; SIAH1 antagonists: -9%; GPR35 antagonists: 12%; NOD1 inhibition: 11%; HIV peptide binding: -0.7%; AID2073: 21%; GPR55 antagonists: 7%; KOR beta-arrestin-2: -1.5%

How did CCC(=O)N1CCN(c2nc(CC)nc3sc4c(c23)CCCC4)CC1 do in these assays?
KOR beta-arrestin-1: 7%; GPR55 beta-arrestin: -0.2%; SIAH1 antagonists: 1%; GPR35 antagonists: 11%; NOD1 inhibition: -11%; HIV peptide binding: -2.0%; AID2073: 5%; GPR55 antagonists: -2%; KOR beta-arrestin-2: 8.7%

What do the screens show for `CCCCC(=O)NNC(=O)CC(=O)Nc1ccccc1C(=O)O`?
KOR beta-arrestin-1: 20%; GPR55 beta-arrestin: -0.3%; SIAH1 antagonists: 0%; GPR35 antagonists: -4%; NOD1 inhibition: -12%; HIV peptide binding: -2.8%; AID2073: 1%; GPR55 antagonists: 9%; KOR beta-arrestin-2: 5.3%

How did Cc1ccc([N+](=O)[O-])cc1-c1ccc2cccc(C)c2n1 do in these assays?
KOR beta-arrestin-1: 0%; GPR55 beta-arrestin: 0.0%; SIAH1 antagonists: 2%; GPR35 antagonists: -7%; NOD1 inhibition: 8%; HIV peptide binding: -1.9%; AID2073: -6%; GPR55 antagonists: -2%; KOR beta-arrestin-2: 5.3%

How did CC(=O)Nc1c(O)nc(SCC(=O)Nc2cccc(C)c2)[nH]c1=O do in these assays?
KOR beta-arrestin-1: -9%; GPR55 beta-arrestin: -0.1%; SIAH1 antagonists: 2%; GPR35 antagonists: 7%; NOD1 inhibition: -8%; HIV peptide binding: 38%; AID2073: 0%; GPR55 antagonists: 8%; KOR beta-arrestin-2: 0.1%

How did COc1ccccc1-n1c(=S)[nH]c2c(sc(=S)n2-c2ccc(C)cc2C)c1=O do in these assays?
KOR beta-arrestin-1: 28%; GPR55 beta-arrestin: -0.3%; SIAH1 antagonists: 7%; GPR35 antagonists: -5%; NOD1 inhibition: -16%; HIV peptide binding: 3.4%; AID2073: -9%; GPR55 antagonists: 8%; KOR beta-arrestin-2: -5.4%

How did COc1cccc(C(=O)Nc2nnc(S(=O)(=O)Nc3cccc(C)c3)s2)c1 do in these assays?
KOR beta-arrestin-1: 2%[20 µM]; GPR55 beta-arrestin: -0.1%; SIAH1 antagonists: 3%; GPR35 antagonists: -4%; NOD1 inhibition: -2%; HIV peptide binding: 16%; AID2073: 2%; GPR55 antagonists: -10%; KOR beta-arrestin-2: -3.7%

How did COc1ccc(-c2cc(C(F)(F)F)n3ncc(C(=O)N(C)Cc4ccccc4)c3n2)cc1 do in these assays?
KOR beta-arrestin-1: 23%; GPR55 beta-arrestin: 0.0%; SIAH1 antagonists: -1%; GPR35 antagonists: 20%; NOD1 inhibition: -9%; HIV peptide binding: 1.3%; AID2073: 17%; GPR55 antagonists: 44%; KOR beta-arrestin-2: -3.0%

How did O=C(CC(=O)NC1CCCCC1)N/N=C/c1cccc2ccccc12 do in these assays?
KOR beta-arrestin-1: 17%; GPR55 beta-arrestin: -0.4%; SIAH1 antagonists: 5%; GPR35 antagonists: -9%; NOD1 inhibition: 3%; HIV peptide binding: -0.2%; AID2073: -3%; GPR55 antagonists: 0%; KOR beta-arrestin-2: -3.1%

Results for CS(=O)(=O)N(CC(=O)NC1CC1)C1CCCCC1 ?
KOR beta-arrestin-1: 15%; GPR55 beta-arrestin: -0.2%; SIAH1 antagonists: 8%; GPR35 antagonists: 5%; NOD1 inhibition: -22%; HIV peptide binding: 2.0%; AID2073: 6%; GPR55 antagonists: 14%; KOR beta-arrestin-2: -0.2%

What do the screens show for `CC1CCCCN1C(=O)CSc1nnc(-c2ccccc2O)o1` (configuration not stated)?
KOR beta-arrestin-1: 3%; GPR55 beta-arrestin: 0.2%; SIAH1 antagonists: 42%; GPR35 antagonists: -21%; NOD1 inhibition: -45%; HIV peptide binding: 12%; AID2073: 13%; GPR55 antagonists: -1%; KOR beta-arrestin-2: -2.7%

What do the screens show for `CN(Cc1cccnc1)Cc1c(C(=O)N2CCc3ccccc3C2)nc2ccc(Cl)cn12`?
KOR beta-arrestin-1: -1%; GPR55 beta-arrestin: -0.3%; SIAH1 antagonists: 0%; GPR35 antagonists: -1%; NOD1 inhibition: -22%; HIV peptide binding: 4.4%; AID2073: 26%; GPR55 antagonists: -13%; KOR beta-arrestin-2: -5.1%

How did Cc1csc(=N)n1CC(=O)N1CCc2ccccc21 do in these assays?
KOR beta-arrestin-1: 6%; GPR55 beta-arrestin: -0.3%; SIAH1 antagonists: 0%; GPR35 antagonists: 9%; NOD1 inhibition: -8%; HIV peptide binding: 32%; AID2073: -8%; GPR55 antagonists: -18%; KOR beta-arrestin-2: -0.9%

Results for Cc1nn(-c2ccccc2)c(C)c1C(=O)OCC(=O)c1c(N)n(CC(C)C)c(=O)n(C)c1=O ?
KOR beta-arrestin-1: -37%; GPR55 beta-arrestin: -0.2%; SIAH1 antagonists: 0%; GPR35 antagonists: 0%; NOD1 inhibition: 42%; HIV peptide binding: -0.8%; AID2073: 4%; GPR55 antagonists: 7%; KOR beta-arrestin-2: 6.6%

Results for CN(C)S(=O)(=O)N1CCC(n2nccc2NC(=O)CCc2ccccc2)CC1 ?
KOR beta-arrestin-1: -32%; GPR55 beta-arrestin: -0.1%; SIAH1 antagonists: -2%; GPR35 antagonists: 0%; NOD1 inhibition: -22%; HIV peptide binding: 1.0%; AID2073: 0%; GPR55 antagonists: 8%; KOR beta-arrestin-2: 12%

What do the screens show for `CCOc1ccc(N(CC(=O)NC2CCCC2)C(=O)c2ccc(C)s2)cc1`?
KOR beta-arrestin-1: 5%; GPR55 beta-arrestin: -0.2%; SIAH1 antagonists: -2%; GPR35 antagonists: 0%; NOD1 inhibition: 12%; HIV peptide binding: 2.1%; AID2073: 19%; GPR55 antagonists: 4%; KOR beta-arrestin-2: -0.4%

How did CC/C(=C\C(=O)c1ccncc1)Nc1ccc(Br)cc1 do in these assays?
KOR beta-arrestin-1: 6%; GPR55 beta-arrestin: -0.1%; SIAH1 antagonists: -5%; GPR35 antagonists: -2%; NOD1 inhibition: 9%; HIV peptide binding: -1.3%; AID2073: 1%; GPR55 antagonists: -8%; KOR beta-arrestin-2: -1.8%

What do the screens show for `CC(=O)C1=C(c2ccccc2)NC(=S)NC1c1ccc(O)c(O)c1` (configuration not stated)?
KOR beta-arrestin-1: 14%; GPR55 beta-arrestin: -0.9%; SIAH1 antagonists: 20%; GPR35 antagonists: 4%; NOD1 inhibition: -15%; HIV peptide binding: 11%; AID2073: 0%; GPR55 antagonists: 3%; KOR beta-arrestin-2: -6.9%

How did COc1ccc(CNC(=O)CN(Cc2ccco2)C(=O)CNS(=O)(=O)c2ccc(F)cc2)cc1 do in these assays?
KOR beta-arrestin-1: 17%; GPR55 beta-arrestin: 1.4%; SIAH1 antagonists: 1%; GPR35 antagonists: -7%; NOD1 inhibition: -12%; HIV peptide binding: -0.8%; AID2073: 3%; GPR55 antagonists: 5%; KOR beta-arrestin-2: -1.7%

Results for CCN(CC)S(=O)(=O)c1cccc(N=Nc2sc(N)nc2C)c1 ?
KOR beta-arrestin-1: -31%; GPR55 beta-arrestin: 0.4%; SIAH1 antagonists: 8%; GPR35 antagonists: 1%; NOD1 inhibition: 1%; HIV peptide binding: -2.9%; AID2073: -9%; GPR55 antagonists: 7%; KOR beta-arrestin-2: 0.3%

What do the screens show for `Cc1c(NC(=O)C(C)Oc2ncnc3ccccc23)c(=O)n(-c2ccccc2)n1C` (configuration not stated)?
KOR beta-arrestin-1: 4%; GPR55 beta-arrestin: -0.2%; SIAH1 antagonists: 4%; GPR35 antagonists: 2%; NOD1 inhibition: -45%; HIV peptide binding: 2.1%; AID2073: 29%; GPR55 antagonists: 10%; KOR beta-arrestin-2: 0.2%

Results for COc1cnc(-c2ccccn2)nc1N(C)C ?
KOR beta-arrestin-1: 6%; GPR55 beta-arrestin: -0.3%; SIAH1 antagonists: -9%; GPR35 antagonists: -8%; NOD1 inhibition: -21%; HIV peptide binding: 5.5%; AID2073: 75%; GPR55 antagonists: 24%; KOR beta-arrestin-2: -5.5%

Random excerpt: 3 entries already listed, in no set order.
How did COc1ccc(CNC(=O)CN(Cc2ccco2)C(=O)CNS(=O)(=O)c2ccc(F)cc2)cc1 do in these assays?
KOR beta-arrestin-1: 17%; GPR55 beta-arrestin: 1.4%; SIAH1 antagonists: 1%; GPR35 antagonists: -7%; NOD1 inhibition: -12%; HIV peptide binding: -0.8%; AID2073: 3%; GPR55 antagonists: 5%; KOR beta-arrestin-2: -1.7%

What do the screens show for `Cc1c(NC(=O)C(C)Oc2ncnc3ccccc23)c(=O)n(-c2ccccc2)n1C` (configuration not stated)?
KOR beta-arrestin-1: 4%; GPR55 beta-arrestin: -0.2%; SIAH1 antagonists: 4%; GPR35 antagonists: 2%; NOD1 inhibition: -45%; HIV peptide binding: 2.1%; AID2073: 29%; GPR55 antagonists: 10%; KOR beta-arrestin-2: 0.2%

Results for CN(C)S(=O)(=O)N1CCC(n2nccc2NC(=O)CCc2ccccc2)CC1 ?
KOR beta-arrestin-1: -32%; GPR55 beta-arrestin: -0.1%; SIAH1 antagonists: -2%; GPR35 antagonists: 0%; NOD1 inhibition: -22%; HIV peptide binding: 1.0%; AID2073: 0%; GPR55 antagonists: 8%; KOR beta-arrestin-2: 12%

The list is partial; rates above refer to the full screens.
